p47phox inh – p47phox/p22phox peptide binding inhibitors, primary screen, biochemical, uHTS, NADPH oxidase regulatory subunit. inhibition, % at 24.7 µM. Neutrophil cytosol factor 1 (Homo sapiens), P14598. fluorescence polarization, 2 h. actives 0.53% (n = 220,000);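 active means inhibition above about 30%, limit read from the data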;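 further: 0% = p47phox with labelled peptide and 100% = labelled peptide alone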
Target sequence (P14598 whole entry, looked up): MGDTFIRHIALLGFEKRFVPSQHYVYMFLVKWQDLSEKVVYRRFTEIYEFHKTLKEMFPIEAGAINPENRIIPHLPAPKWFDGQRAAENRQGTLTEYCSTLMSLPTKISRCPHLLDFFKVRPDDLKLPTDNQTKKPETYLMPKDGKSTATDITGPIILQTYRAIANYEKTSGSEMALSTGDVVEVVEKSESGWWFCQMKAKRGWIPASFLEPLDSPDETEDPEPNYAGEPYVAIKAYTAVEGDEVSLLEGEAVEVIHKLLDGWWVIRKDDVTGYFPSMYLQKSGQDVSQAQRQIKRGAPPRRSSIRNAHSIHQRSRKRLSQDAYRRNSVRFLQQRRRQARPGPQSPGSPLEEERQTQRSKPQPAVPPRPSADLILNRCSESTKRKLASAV
TNF necrop inh – inhibitors of TNF-alpha triggered necroptosis, primary screen, cell-based, Jurkat FADD-/-, single concentration; Jurkat FADD-/- TNF necroptosis rescue, ATP luminescence, 24 h; 0 = TNF only, 100 = no-TNF cells; actives 0.068% (n = 220,000); activation (protection from cell death), % at 10 µM;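 active means activation, meaning protection from cell death, of at least 50% relative to plate controls; inactive means activation below 50%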;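 further: necroptosis triggered by 40 ng/mL TNF-alpha added together with compound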
PPC-1+TRAIL kill – compounds killing PPC-1 cancer cells with TRAIL present, primary screen, TRAIL potentiator project, ATPLite luminescence, uHTS | cell killing (% activity), % at 4 µM | PPC-1 cells + TRAIL, ATPLite viability luminescence | actives 0.41% (n = 220,000) | AID 1443, 2008;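 active means cell killing above 50% in the first pass at 4 µM, then a duplicate retest at 5 µM averaging 50% or more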;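 further: plate controls were cells with TRAIL plus DMSO for no effect and medium-only wells lacking cells for full effect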
zfTRPN1 agonist – zebrafish TRPN1 channel agonists, primary screen, cell-based, HEK293, calcium fluorescence; AID 1424, 2008; HEK293 zebrafish TRPN1-YFP, Fluo-8 calcium fluorescence; 100% = response to 87 µM carbachol; activation, % at 3 µM; actives 0.18% (n = 220,000); transient receptor potential cation channel N1 (TRPN1/NompC), Danio rerio;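 active means activation above its plate's cutoff, the mean activation of test wells on that plate plus 3 SD, cut at about 19% in these data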;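 further: 0% = DMSO alone and 100% = 87 µM carbachol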
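Assay system: Zebrafish TRPN1-YFP in HEK293 cells | Incubation: Dye loading 1 h at 37 °C, then 30 min room temperature | Measured by: Kinetic Fluo-8 fluorescence, ex 470-495, em 515-575 nm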
Mdm2 ligase inh – MDM2-luciferase reporter signal enhancers, primary screen, MDM2 E3 ligase inhibitor project, cell-based, luminescence, 1536-well; E3 ubiquitin-protein ligase Mdm2 (Homo sapiens), Q00987; cell-based MDM2 ubiquitination luciferase reporter, 2 h; 0 = plate control, 100 = twice control, blank-subtracted; signal enhancement, % at 5 µM; actives 0.11% (n = 210,000); AID 1230, 2008;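 active means signal enhancement of 30% or more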;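 further: luminescence tracks abundance of the self-degrading MDM2-luciferase fusion protein; higher signal means inhibition of MDM2 E3 ligase activity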
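Material: stable MDM2–luciferase fusion reporter cells / Quantity: 2000 cells/well / Dosing: single 5 µM compound dose, 0.2% final DMSO / Buffer or medium: DMEM / Schedule: 4 h cell settling then 2 h compound exposure, 37 °C / Detection: luminescence with SteadyLite reagent, 15 min at room temperature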
CHOP inhibitor – inhibitors of CHOP promoter induction, primary screen, cell-based, unfolded protein response, luciferase reporter. CHO-K1 CHOP-promoter luciferase, tunicamycin-induced, 15-18 h. inhibition, % at 10 µM. actives 3.8% (n = 220,000);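 active means compounds that reduced the stress-induced luciferase reporter signal by more than about 70% of percent inhibition, limit read from the data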;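 further: 0% = tunicamycin plus vehicle and 100% = wells without tunicamycin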
Runt-SMMHC FRET – inhibitors of RUNX1 Runt–CBFb-SMMHC binding, primary screen, biochemical, FRET, Cerulean-Runt, Venus-CBFb-SMMHC, uHTS; inhibition, % at 20 µM; Runt-related transcription factor 1 (Homo sapiens) + Core-binding factor subunit beta …; AID 1434, 2008; Cerulean-Runt/Venus-CBFb-SMMHC FRET ratio 530/480, 1 h; actives 0.74% (n = 220,000);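 active means mean inhibition across duplicate retests at 20 µM reaching about 50%, limit read from the data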;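 further: 0% = DMSO wells and 100% = wells with excess untagged CBFb-SMMHC; inhibitors lower the FRET ratio by blocking Runt binding to CBFb-SMMHC; some results filed as inactive read as strong as hits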
TRPML3 agonist – human TRPML3 channel agonists, primary screen, cell-based, HEK293 TRPML3-YFP, Fluo-8 calcium fluorescence, 3 µM. Mucolipin-3 (Homo sapiens), Q8TDD5. 100% = the carbachol control signal. activation, % at 3 µM. actives 0.29% (n = 220,000). AID 1448, 2008;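 active means activation above its plate's cutoff, the mean activation of the plate's test wells plus 3 SD, cut at about 12% in these data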;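 further: 0% = DMSO only wells and 100% = carbachol wells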
Target sequence (Q8TDD5 whole entry, looked up): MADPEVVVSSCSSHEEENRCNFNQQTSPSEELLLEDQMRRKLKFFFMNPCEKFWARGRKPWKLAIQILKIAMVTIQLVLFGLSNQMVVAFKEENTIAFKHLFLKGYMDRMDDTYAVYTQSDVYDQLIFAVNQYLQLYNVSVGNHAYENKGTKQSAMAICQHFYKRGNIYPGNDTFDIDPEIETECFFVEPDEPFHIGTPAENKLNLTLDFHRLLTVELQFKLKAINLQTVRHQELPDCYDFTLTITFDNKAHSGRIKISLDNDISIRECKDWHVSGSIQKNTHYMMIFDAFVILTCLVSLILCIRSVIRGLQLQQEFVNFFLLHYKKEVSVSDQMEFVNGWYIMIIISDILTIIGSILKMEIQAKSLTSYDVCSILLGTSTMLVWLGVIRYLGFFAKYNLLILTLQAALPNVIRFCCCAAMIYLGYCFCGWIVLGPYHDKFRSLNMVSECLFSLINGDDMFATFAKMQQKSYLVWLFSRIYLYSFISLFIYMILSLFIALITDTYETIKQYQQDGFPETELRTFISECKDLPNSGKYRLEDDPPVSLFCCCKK
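Test system: TRPML3-YFP stable HEK293 cells. Doses: single point at 3 µM. Incubation: dye loading 1 h 37 °C then 30 min ambient, 125 s read. Signal: Fluo-8 calcium dye fluorescence, ex 470-495, em 515-575 nm. Measure: percent activation from peak-to-basal fluorescence ratio, scaled between DMSO and carbachol.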
EBV gp42 inh – Epstein-Barr virus gp42 inhibitors, primary screen, biochemical, uHTS, fluorescence polarization; Glycoprotein 42 (Epstein-Barr virus (strain AG876)), Q1HVG2; inhibition, % (tested at 21.74 µM); Fluorescence polarization binding assay, mP read-out; actives 0.42% (n = 220,000); in the data active means inhibition above about 50%
An asterisk follows results filed as active; / = not tested or not shown; [ ] = another dose, or the depositor's remark.

#	SMILES	p47phox inh	TNF necrop inh	PPC-1+TRAIL kill	zfTRPN1 agonist	Mdm2 ligase inh
1	COC(=O)C1=C(C(=O)OC)SC(=C2C(=S)C(C)(C)N(C(=O)C(C)C)c3ccccc32)S1	2	-3.0	3	0.2	-9
2	CCOC(=O)c1ccc(NC2c3ccccc3C(=O)N2c2cccnc2)cc1 (centres undefined)	3	-0.4	10	0.0	-2
3	CCS(=O)(=O)N1CCCC(C(=O)NCc2ccc(C)cc2)C1 (centres undefined)	-8	0.1	5	-0.1	-17
4	COc1ccc2oc3cc(C)[n+]([O-])c(-c4ccc(Br)cc4)c3c2c1	5	-8.1	24	0.6	-21
5	O=C(/C=C/c1ccc2c(c1)OCO2)Nc1nc(-c2ccc(F)cc2)cs1	-6	1.2	30	1.2	-5
6	Cc1ccc(NC(=O)COC(=O)CSC(=S)N2CCOCC2)cc1C	-10	0.0	1	0.6	0
7	COc1ccc2cc(CCNC(=O)C3CCCC3)c(=O)[nH]c2c1	-1	1.8	14	-0.3	-7
8	CCOC(=O)C(NC(=O)c1ccccc1)(N1CCCC1=O)C(F)(F)F (centres undefined)	-3	-2.9	1	1.4	-21
9	Cc1cccc2sc(NC(=O)CCn3cccc3)nc12	-9	4.0	3	0.6	-13
10	CCC(C)[C@H](NC(=O)OC(C)(C)C)C(=O)N/N=C/c1cccc2nccnc12 (some centres undefined)	-8	-2.4	2	-1.1	1
11	O=C(Nc1c(F)cc(F)cc1Br)C1CCCO1 (centres undefined)	-12	-0.9	15	0.6	-14
12	CC(=O)NC1=NN(C(C)=O)C(c2sccc2C)S1 (centres undefined)	-2	-1.6	-11	0.6	-8
13	Cn1c(=O)c(=O)n(C)c2cc(S(=O)(=O)N3CCCC3C(=O)NCc3ccco3)ccc21 (centres undefined)	-4	0.3	-8	-1.0	/
14	Cc1ccc(-c2nc(CS(=O)CC(=O)NCCN3CCCC3)c(C)o2)cc1 (centres undefined)	-6	-0.8	28	0.0	-3
15	O=C1COc2ccc(-c3csc(=Nc4ccc(OC(F)F)cc4)n3CC3CCCO3)cc2N1 (centres undefined)	-6	-2.4	-10	-1.7	-5

#	CHOP inhibitor	Runt-SMMHC FRET	TRPML3 agonist	EBV gp42 inh
1	66	9	1.9	-5
2	14	1	-0.2	-11
3	5	4	-0.2	-31
4	31	-1	1.4	-10
5	31	-1	1.2	3
6	-2	-1	0.3	-10
7	-34	0	0.6	-15
8	21	-2	-0.2	-14
9	2	1	0.9	-2
10	33	-4	0.4	-14
11	-10	1	-0.1	-23
12	-15	-1	0.8	-5
13	-6	-3	-0.3	-20
14	22	-2	0.0	-18
15	78*	-1	-1.0	-8

Whole records from above.
Results for CCOC(=O)c1ccc(NC2c3ccccc3C(=O)N2c2cccnc2)cc1 (centres undefined) = p47phox inh = 3; TNF necrop inh = -0.4; PPC-1+TRAIL kill = 10; zfTRPN1 agonist = 0.0; Mdm2 ligase inh = -2; CHOP inhibitor = 14; Runt-SMMHC FRET = 1; TRPML3 agonist = -0.2; EBV gp42 inh = -11
Results for Cc1cccc2sc(NC(=O)CCn3cccc3)nc12 = p47phox inh = -9; TNF necrop inh = 4.0; PPC-1+TRAIL kill = 3; zfTRPN1 agonist = 0.6; Mdm2 ligase inh = -13; CHOP inhibitor = 2; Runt-SMMHC FRET = 1; TRPML3 agonist = 0.9; EBV gp42 inh = -2

New compounds follow
#	SMILES	p47phox inh	TNF necrop inh	PPC-1+TRAIL kill	zfTRPN1 agonist	Mdm2 ligase inh
16	CC1CCN(C(=O)C(NS(=O)(=O)c2cccc3nsnc23)c2ccccc2)CC1 (centres undefined)	-3	1.2	5	-0.1	-7
17	CC(C)N1C(=S)SC(C)(C)C1n1oc(=O)n(-c2ccc(Cl)c(Cl)c2)c1=O (centres undefined)	-26	0.4	19	-0.7	2
18	Cc1ccc(S(=O)(=O)NCC(=O)NCC(=O)N2CCN(c3ncccn3)CC2)cc1C	1	-1.0	4	-0.8	-14
19	CCOC(=O)N/N=C/c1cn(Cc2ccc(F)cc2)c2ccccc12	-8	3.8	-10	-1.4	-2
20	c1ccc(CCNc2ccc3nncn3n2)cc1	-9	-0.5	-3	-0.3	-18
21	CC(=O)Nc1nc2ccc(NC(=O)c3ccco3)cc2s1	-17	-2.6	-7	-1.1	-6
22	O=c1[nH]c(SCc2nc3ccccc3n2Cc2ccccc2)nc2ccccc12	-3	0.7	8	-0.4	1
23	CC(Oc1ccccc1)c1ccnn1S(=O)(=O)c1ccccc1 (centres undefined)	2	-2.4	3	-2.3	-13
24	C=CCN1C(=S)N[C@@H]2CS(=O)(=O)C[C@@H]21	-5	0.1	-10	0.7	-7
25	O=C(OCc1ccccc1F)c1ccc2c(c1)OCCO2	-3	-1.5	36	-1.1	-22
26	Cc1cccc(NC(=O)CS(=O)(=O)c2cn(C)c3ccccc23)c1C	-2	-0.5	30	-0.4	-5
27	CCCCNC(=O)Cc1cc(=O)[nH]c(=O)[nH]1	-11	-0.2	17	0.4	0
28	Cn1nnc2cc(C(=O)NCCC3=CCCCC3)ccc21	-5	1.2	25	-1.4	-41
29	CCc1c(C)sc(NC(=O)c2cc(CC(C)C)on2)c1C#N	-14	0.8	2[5 µM]	0.2	-10
30	Brc1ccc(-c2nnc(-c3ccco3)o2)cc1	3	-0.8	12	-0.2	-10

#	CHOP inhibitor	Runt-SMMHC FRET	TRPML3 agonist	EBV gp42 inh
16	5	3	0.0	-8
17	44	4	-0.1	3
18	30	-1	0.0	2
19	19	1	0.5	-10
20	12	-9	-0.1	-8
21	-11	2	0.5	-8
22	59	-2	0.3	-11
23	26	3	-0.7	-4
24	2	0	1.3	-11
25	57	3	0.1	16
26	30	-7	-0.6	-10
27	10	-3	0.8	-13
28	-27	-4	0.7	-29
29	32	2	0.8	-4
30	-15	-2	-0.2	-15

Retrieved one by one from above:
#	SMILES	p47phox inh	TNF necrop inh	PPC-1+TRAIL kill	zfTRPN1 agonist	Mdm2 ligase inh
26	Cc1cccc(NC(=O)CS(=O)(=O)c2cn(C)c3ccccc23)c1C	-2	-0.5	30	-0.4	-5
19	CCOC(=O)N/N=C/c1cn(Cc2ccc(F)cc2)c2ccccc12	-8	3.8	-10	-1.4	-2
30	Brc1ccc(-c2nnc(-c3ccco3)o2)cc1	3	-0.8	12	-0.2	-10
25	O=C(OCc1ccccc1F)c1ccc2c(c1)OCCO2	-3	-1.5	36	-1.1	-22
20	c1ccc(CCNc2ccc3nncn3n2)cc1	-9	-0.5	-3	-0.3	-18
23	CC(Oc1ccccc1)c1ccnn1S(=O)(=O)c1ccccc1 (centres undefined)	2	-2.4	3	-2.3	-13
16	CC1CCN(C(=O)C(NS(=O)(=O)c2cccc3nsnc23)c2ccccc2)CC1 (centres undefined)	-3	1.2	5	-0.1	-7

#	CHOP inhibitor	Runt-SMMHC FRET	TRPML3 agonist	EBV gp42 inh
26	30	-7	-0.6	-10
19	19	1	0.5	-10
30	-15	-2	-0.2	-15
25	57	3	0.1	16
20	12	-9	-0.1	-8
23	26	3	-0.7	-4
16	5	3	0.0	-8

Following part.
#	SMILES	p47phox inh	TNF necrop inh	PPC-1+TRAIL kill	zfTRPN1 agonist	Mdm2 ligase inh
31	Cc1nn(C(=O)c2c([N+](=O)[O-])cnn2C)c(C)c1Cl	-13	-2.4	24	0.0	/
32	O=c1c(N2CCOCC2)nsnc1N1CCOCC1	-10	2.0	16	1.5	-6
33	Cc1nc([N+](=O)[O-])c(Sc2nc3ccc([N+](=O)[O-])cc3[nH]2)n1Cc1ccccc1	-2	-1.8	16	1.3	-1
34	CCCC1=C(C(=O)OCC)C(c2sccc2C)n2ncnc2N1 (centres undefined)	5	6.1	8	-3.3	-25
35	CN(CCNC(=O)c1cn(C)c2ccc(S(=O)(=O)N3CCCC3)cc2c1=O)CCc1ccccc1	-6	0.5	-4	-0.2	-12
36	CCNC(=O)c1ccccc1-c1nc(-c2ccccc2Cl)no1	3	-2.2	5	-0.1	5
37	COc1ccc(CNC(=O)CCc2c(C)nc3ncnn3c2C)cc1	0	-0.6	6	0.5	-6
38	O=C1COC(c2ccccc2)C2CCCCN12 (centres undefined)	-7	1.1	-20	2.1	6
39	O=C(COc1ccc(Br)cc1CNCCc1ccccc1)NCc1ccccc1	-13	2.1	25	1.4	-15
40	Cn1c(=O)c2c(nc(NNC(=O)C(F)(F)F)n2C)n(C)c1=O	7	-0.5	-8	-0.2	-12
41	CCOC(=O)c1[nH]c(C)c(C(=O)Nc2cccc(Cl)c2C)c1C	-11	-6.2	16	0.5	-15
42	O=P(O)(CCc1ccccn1)CN1CCCCC1	5	-0.2	5	0.1	-20
43	CCOCCn1c(CN2CCC(C)CC2)nc2c1c(=O)n(C)c(=O)n2C	-5	1.9	4	-0.9	/
44	CCOC(=O)c1sc(S(C)=O)c2c1CCc1conc1-2 (centres undefined)	-4	0.7	5	0.7	-4
45	COc1cc(C)c(NC(=S)Nc2cccc(Cl)c2)cc1OC	-22	0.9	34	-0.1	-9

#	CHOP inhibitor	Runt-SMMHC FRET	TRPML3 agonist	EBV gp42 inh
31	4	3	0.2	-8
32	-23	-5	0.2	-20
33	-29	6	-0.3	31
34	-16	-5	-1.8	-10
35	36	5	-0.8	-15
36	4	2	0.0	6
37	2	-8	0.9	-4
38	12	1	0.9	-18
39	-4	-1	0.5	-9
40	-4	-2	1.1	-9
41	/	0	-0.3	-14
42	4	0	-0.1	2
43	-14	4	0.2	-12
44	15	2	0.4	-13
45	4	2	0.1	-22

Compound activity from PubChem.
